Screens as filed in PubChem BioAssay.
BLM inh: Bloom syndrome helicase (human) inhibition. recombinant BLM DNA unwinding, fluorescence dequenching. Potency, µM (series often up to 56.1 µM), for inactives: at the highest dose activity change, negative = inhibition, hits mostly inhibitors. P54132. 0.2% of 350,000 active;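 note: plate controls were vehicle for no effect and no enzyme for full effect; nearly all actives have a fitted effect of over 35% in size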
APE1 inh: blocks human APE1 abasic DNA cleavage | 0.35% of 350,000 active | Potency, µM (highest dose often 65.8 µM), without a hit: at the highest dose activity change, negative = inhibition, most hits filed as inhibitors | P27695 | recombinant APE1, TAMRA/BHQ-2 abasic DNA cleavage fluorescence;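 note: plate controls were vehicle for no effect and reference inhibitor for full effect; nearly all actives have a fitted effect of over 55% in size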
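Incision of a quenched TAMRA/BHQ-2 THF abasic-site duplex (50 nM) by 0.75 nM APE1, after 15 min compound preincubation, measured as fluorescence increase over three 60 s reads. Values normalized to buffer, DMSO and NSC13755 control wells.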
Apoferritin bind: binds horse apoferritin like a general anesthetic; P02791; apoferritin/1-aminoanthracene competitive binding, fluorescence; Potency, µM (top dose mostly 77.5 µM), inactives show at the highest dose activity change, negative = displacement, hits mostly inhibitors; 0.074% of 350,000 active; note: % is set by controls: 0 for no effect and ±100 for the full control effect; nearly all actives have a fitted effect of over 20% in size
Target sequence (P02791 2-175 limits assumed): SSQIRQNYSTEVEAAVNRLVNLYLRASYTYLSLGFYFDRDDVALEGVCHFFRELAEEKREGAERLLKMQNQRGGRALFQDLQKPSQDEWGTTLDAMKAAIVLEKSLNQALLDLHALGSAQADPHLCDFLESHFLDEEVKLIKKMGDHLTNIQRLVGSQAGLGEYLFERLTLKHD
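Read-out: endpoint 1-AMA fluorescence, excitation 380 nm and emission 535 nm, after compounds sit 10 min at room temperature with 10 uM horse-spleen apoferritin in 50% saturated 1-AMA/PBS. Values come from four-parameter Hill fits.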
Pol beta inh: blocks human DNA polymerase beta activity; P06746; Pol beta primer extension/strand displacement, fluorescence kinetic; Potency, µM (series often up to 114 µM), for the others: at the highest dose activity change, negative = inhibition, hits mostly inhibitors; 1.3% of 340,000 active; AID 485314; note: % is set by controls: 0 for no effect and ±100 for the full control effect
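Homogeneous kinetic assay of primer extension and strand displacement by 10 nM Pol beta, preincubated 15 min at room temperature with compound before 50 nM substrate (final) was added. Read at 0 and 10 min; four-parameter Hill fit.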
POLH inh: blocks human DNA polymerase eta activity | recombinant Pol eta, fluorescent DNA replication assay | Potency, µM (titrated, usually from 114 µM), for the others: at the highest dose activity change, negative = inhibition, actives largely listed as inhibitors | 1.2% of 390,000 active; note: % is set by controls: 0 for no effect and ±100 for the full control effect
Target sequence (Q9Y253 whole entry, looked up): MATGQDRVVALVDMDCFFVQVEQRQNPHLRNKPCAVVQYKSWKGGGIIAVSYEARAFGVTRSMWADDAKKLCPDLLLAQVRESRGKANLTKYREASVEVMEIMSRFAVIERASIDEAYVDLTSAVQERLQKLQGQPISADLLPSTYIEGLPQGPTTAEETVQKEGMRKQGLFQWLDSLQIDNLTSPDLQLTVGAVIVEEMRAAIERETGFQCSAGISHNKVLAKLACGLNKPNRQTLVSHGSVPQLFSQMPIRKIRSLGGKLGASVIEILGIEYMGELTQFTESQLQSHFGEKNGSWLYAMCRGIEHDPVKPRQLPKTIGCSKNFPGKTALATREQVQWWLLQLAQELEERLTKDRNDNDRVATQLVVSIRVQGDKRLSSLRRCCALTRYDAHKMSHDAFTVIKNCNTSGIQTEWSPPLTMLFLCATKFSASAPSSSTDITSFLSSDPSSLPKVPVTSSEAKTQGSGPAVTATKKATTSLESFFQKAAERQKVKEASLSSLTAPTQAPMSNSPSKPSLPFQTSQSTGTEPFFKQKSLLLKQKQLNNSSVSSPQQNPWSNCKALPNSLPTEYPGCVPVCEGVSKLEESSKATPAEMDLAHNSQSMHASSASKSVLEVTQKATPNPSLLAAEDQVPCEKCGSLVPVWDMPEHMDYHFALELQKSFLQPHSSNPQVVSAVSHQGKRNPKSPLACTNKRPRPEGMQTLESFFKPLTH
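Pol eta at 10 nM preincubated with compounds 15 min at room temperature; reaction started with fluorescent substrate (50 nM final) and read kinetically at 0 and 10 min.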
BAZ2B block: blocks human BAZ2B | AlphaScreen BAZ2B-H3K14Ac peptide displacement | Q9UIF8 | 4.4% of 360,000 active | AID 504333 | Potency, µM (highest dose often 114 µM), for the others: top-dose activity change, negative = inhibition, hits mostly inhibitors; note: % is set by controls: 0 for no effect and ±100 for the full control effect; nearly all actives have a fitted effect of over 60% in size
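Protein-peptide AlphaScreen: BAZ2B 50 nM, b-H3K14Ac 50 nM, 1x PBS pH 7.4 + 0.01% Tween-20. Preincubation 30 min RT; cpd 30 min RT (top 110 uM); beads 20 min RT, light-protected.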
G9a inh: blocks human histone lysine methyltransferase G9a; 8.8% of 350,000 active; AID 504332; Potency, µM (top dose mostly 102 µM), for inactives: at the highest dose activity, negative = inhibition, most hits filed as inhibitors; G9a H3K9 monomethylation, AlphaScreen, 2 h; note: % is set by controls: 0 for no effect and ±100 for the full control effect; nearly all actives have a fitted effect of over 75% in size
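Compounds were preincubated with 20 nM G9a for 15 min, after which biotinylated H3K9 peptide (500 nM) and SAM (20 uM) started a 2 h room-temperature reaction. Monomethylated product was quantified by antibody-based AlphaScreen chemiluminescence.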
POLK inh: DNA polymerase kappa (human) inhibition; Q9UBT6; purified Pol kappa, fluorescent DNA synthesis assay, 10 min; Potency, µM (doses to about 107 µM), inactives show at the top dose activity, negative = inhibition, hits mostly inhibitors; 0.53% of 400,000 active; AID 588579; note: % is set by controls: 0 for no effect and ±100 for the full control effect
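Pol kappa 10 nM + cpd, 15 min RT; start w/ substrate 50 nM final; fluorescence kinetic read, 0 and 10 min. Neg ctrl: buffer, no enzyme.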
POLI inh: blocks human DNA polymerase iota activity; Q9UNA4; Pol iota fluorescent replication assay, 10 min; Potency, µM (top dose mostly 115 µM), for the others: at the highest dose activity, negative = inhibition, actives largely listed as inhibitors; 1% of 390,000 active; AID 588590
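Fluorescent replication assay read twice, at 0 min and 10 min after adding 50 nM (final) substrate. Enzyme (10 nM) and compounds were first incubated 15 min at room temperature; enzyme-free buffer wells were negative controls.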
The depositor's hits bear a star; ? = inconclusive; . = not tested or not shown; & = joins results of further samples; [ ] = remark or other dose. Calls come from the whole dose curve; as a rule, active = well fitted curve in the direction sought with a large enough effect; inconclusive = small, poorly fitted or top-dose-only effect, or another doubt; inactive = no such curve, though single readings can be large; an effect the other way counts as inactive or inconclusive. Potency is the fitted concentration of half-maximal effect.

SMILES | BLM inh | APE1 inh | Apoferritin bind | Pol beta inh | POLH inh | BAZ2B block | G9a inh | POLK inh | POLI inh
COc1ccccc1N1CCN(C(=O)c2cc3cc(Br)ccc3oc2=O)CC1 | 1% | 0% | ? | 16% | -15% | -3% | -19% | -1% | 12%
Cc1ccc2nc(-c3ccccc3)cc(C(=O)NNC(=O)c3csc(N4CCOCC4)n3)c2c1 | . | 15% | . | . | -13% | -4% | 0%[0.501 µM] | -3% | 15%
CC(SCc1ccc(C(=O)O)o1)c1ccc(C(=O)O)o1 (centres undefined) | -2% | 4% | 2% | ? | 4% | -24% | -19% | -11% | -31%
CNC(=S)N/N=C/c1cc(Br)c(OCc2ccncc2)c(OC)c1 | -7% | 26% | -13% | -23% | -21% | -21% | 17% | -5% | 22%
NNc1ncnc2sc3c(c12)CCC3 | -10% | 0% | ? | -1% | -11% | 18µM* | -13% | -10% | 179%[activator]
Cc1cc(C)nc(/N=C(\N)Nc2ccc(S(=O)(=O)Nc3nccc(C)n3)cc2)n1 | 33%[activator] | 2% | -4% | 0% | -1% | -2% | 5%[0.501 µM] | -24% | -6%
O=C(CN1C(=O)c2ccccc2S1(=O)=O)NCCSCc1ccco1 | -2% | 3% | -14% | 5% | -1% | -1% | 8%[59 µM] | -25% | 100µM*
CCOc1ccc(S(=O)(=O)/N=C(/Nc2ccc(C)c(S(=O)(=O)N3CCOCC3)c2)c2ccccc2)cc1 | . | -5% | . | . | -12% | . | . | -11% | 8%
COc1ccc(NS(=O)(=O)c2cc(NC(=O)[C@@H](NC(=O)c3ccccc3)C(C)C)ccc2C)cc1 | -10% | -8% | -20% | 21% | -22% | -24% | -49%[59 µM] | 5% | -7%
Cc1ccc(NC(=O)Cc2cn3ccsc3n2)nc1 | 1% | 10% | -1% | 26% | -10% | ? | -7%[59 µM] | 2% | -2%
O=C(Cn1ccc([N+](=O)[O-])n1)NCc1cccs1 | 0% | -2% | -7% | -1% | -12% | -2% | 40%[12.7 µM] | 0% | -13%
CCNC(=S)NNC(=O)C(c1ccccc1)c1ccccc1 | -3% | 0% | -16% | -11% | -4% | -1% | 0% | -13%[60.1 µM] | ?
Cc1cc(S(=O)(=O)N2CCC3(CC2)OCCO3)c(C)cc1Cl | -5% | -6% | -11% | 23% | -5% | 7% | . | -10% | 28%
COc1cc(/C=C(\C#N)C(N)=O)cc(CSc2nc3ccccc3s2)c1O | -5% | -2%&14%&-6% | ? | . | . | . | 5µM* | 1%&1%&-8%[19.4 µM] | .
Cc1ccc2c(c1)N(CC(=O)NCCc1c[nH]c3ccccc13)C(=O)CO2 | 0% | -8% | -11% | -3% | -9% | -12% | 10%[12.7 µM] | 0% | -9%[58.9 µM]

As entered above:
Apoferritin bind, Cc1ccc(NC(=O)Cc2cn3ccsc3n2)nc1 : -1%
G9a inh, Cc1cc(C)nc(/N=C(\N)Nc2ccc(S(=O)(=O)Nc3nccc(C)n3)cc2)n1 : 5%[0.501 µM]

The list goes on:
SMILES | BLM inh | APE1 inh | Apoferritin bind | Pol beta inh | POLH inh | BAZ2B block | G9a inh | POLK inh | POLI inh
Cc1[nH]c(C)c(S(=O)(=O)N2CCN(c3cccc(Cl)c3)CC2)c1C(=O)N1CCCCC1 | -6% | 34% | -20% | 1% | -23% | -34% | 7%[59 µM] | -3% | 52%[activator]
CC1CC(C)CN(C(=O)COc2ccc([N+](=O)[O-])cc2Cl)C1 (centres undefined) | -3% | ? | ? | -13% | -2% | 3% | ? | -13% | -9%
COc1cccc(CNC(=O)Cc2ccc(NC(=O)C3=C(C)OCCS3)cc2)c1 | -14% | 18% | -11% | 22µM* | ? | 50µM* | -13% | ? | ?
CC(OC(=O)c1cccc(S(=O)(=O)N2CCCC2)c1)C(=O)c1ccccc1 (centres undefined) | -5% | -10% | -20% | 27% | -16% | -9% | . | -5% | 3%
Cc1ccc(C(=O)C(C(=O)/C=C/c2ccccc2)=C2SCCCS2)cc1 | -7% | 0% | -4% | 10% | -18% | ? | 7.1µM* | -3% | ?
Cc1ccc(S(=O)(=O)N2CCCCC2)cc1NC(=O)c1cccs1 | . | -5% | . | . | -5% | 10% | -3%[59 µM] | -8% | -15%
COc1ccc(-n2c(=O)c(-c3cn(C)c4ccccc34)nc3cnc(OC)nc32)cc1 | 2% | 16% | . | . | . | . | 20%[12.7 µM] | 6%[60.1 µM] | .
CC(C)(C)OC(=O)N1CCC(C(=O)N[C@@H](Cc2c[nH]c3ccccc23)C(=O)O)CC1 | 2% | 40%[activator] | -1% | 9% | -1% | -19% | 8% | 6% | -20%
CCCOc1ccc(NC(=O)CNC(=O)c2cc(OC)cc(OC)c2)cc1OCCC | -4% | 18% | -14% | -7% | -15% | -22% | 11% | 1% | -13%
CCC(=O)Nc1nnc(-c2ccc(OC)cc2)o1 | 1% | 5% | -5% | 0% | -10% | ? | 17% | 13% | 3%
Cc1ccc(Oc2nc3c(c(=O)n(Cc4ccccc4Cl)c(=O)n3C)n2C)cc1C | -4% | . | -12% | 5% | -16% | -2% | -4%[59 µM] | -25% | 16%
O=C(NCc1ccccc1OC(F)(F)F)C1CCC(=O)N(C2CC2)C1 (centres undefined) | 2% | 51%[activator] | -11% | 6% | -16% | -1% | 10% | -14% | -30%
COC(=O)[C@@H]1Cc2c([nH]c3ccccc23)C(C)(C)N1C(=O)CCl | -7% | 22% | -8% | 1% | -17% | 1% | 16% | -3% | 38%[activator]
CC(C)(C)OC(=O)N[C@@H](Cc1ccccc1)C(=O)NCC1CCC(C(=O)N[C@@H](CCC(N)=O)C(=O)O)CC1 (some centres undefined) | -4% | 61%[activator] | 11% | 4% | -12% | ? | ? | 15% | 2%
COCC(C)NC(=O)CCc1nnc(C2(c3ccc(Cl)cc3)CCC2)o1 (centres undefined) | -1% | -5% | -1% | -24% | 0% | 2% | . | 1%[60.1 µM] | 37%[activator]

Sorted by molecular weight (highest first): 7 of the compounds above.
SMILES | BLM inh | APE1 inh | Apoferritin bind | Pol beta inh | POLH inh | BAZ2B block | G9a inh | POLK inh | POLI inh
CCCOc1ccc(NC(=O)CNC(=O)c2cc(OC)cc(OC)c2)cc1OCCC | -4% | 18% | -14% | -7% | -15% | -22% | 11% | 1% | -13%
COc1cccc(CNC(=O)Cc2ccc(NC(=O)C3=C(C)OCCS3)cc2)c1 | -14% | 18% | -11% | 22µM* | ? | 50µM* | -13% | ? | ?
Cc1ccc(C(=O)C(C(=O)/C=C/c2ccccc2)=C2SCCCS2)cc1 | -7% | 0% | -4% | 10% | -18% | ? | 7.1µM* | -3% | ?
O=C(CN1C(=O)c2ccccc2S1(=O)=O)NCCSCc1ccco1 | -2% | 3% | -14% | 5% | -1% | -1% | 8%[59 µM] | -25% | 100µM*
Cc1ccc2c(c1)N(CC(=O)NCCc1c[nH]c3ccccc13)C(=O)CO2 | 0% | -8% | -11% | -3% | -9% | -12% | 10%[12.7 µM] | 0% | -9%[58.9 µM]
Cc1cc(S(=O)(=O)N2CCC3(CC2)OCCO3)c(C)cc1Cl | -5% | -6% | -11% | 23% | -5% | 7% | . | -10% | 28%
CC(SCc1ccc(C(=O)O)o1)c1ccc(C(=O)O)o1 (centres undefined) | -2% | 4% | 2% | ? | 4% | -24% | -19% | -11% | -31%

Remaining list, next part:
Codes – A = BLM inh; B = APE1 inh; C = Apoferritin bind; D = Pol beta inh; E = POLH inh; F = BAZ2B block; G = G9a inh; H = POLK inh; I = POLI inh
Cc1ccc(C)c(NC(=O)c2ccc(CN3CC(=O)N4CCCCC4C3=O)cc2)c1 (centres undefined)
  A: 1%	B: .	C: -5%	D: -5%	E: -13%	F: 1%	G: -13%[59 µM]	H: -3%	I: -2%

COc1ccc(NC(=O)/C(=C/c2cccnc2)NC(=O)c2cccs2)cc1
  A: 1%	B: 1%	C: -4%	D: 10%	E: -10%	F: 11%	G: 14%[59 µM]	H: -1%	I: 6%

CCOC(=O)CSc1nnc(CCCCCN2C(=O)c3cccc4cccc(c34)C2=O)o1
  A: 5%	B: 1%	C: 6%	D: -16%	E: -18%	F: -3%	G: -12%[59 µM]	H: -2%	I: 5%

O=CNc1ccccc1Oc1ccccc1
  A: 0%	B: -3%	C: -10%	D: 1%	E: -21%	F: -6%	G: 8%[12.7 µM]	H: -2%	I: -4%

OCCN1CCN(c2ncnc3nc[nH]c23)CC1
  A: 3%	B: -4%	C: 6%	D: -6%	E: -5%	F: -5%	G: 2%[59 µM]	H: ?	I: ?

CCC(=O)NC(=S)Nc1ccc(S(=O)(=O)NC(C)C)cc1
  A: 0%	B: 5%	C: -11%	D: -5%	E: -8%	F: 9%	G: -12%[2.33 µM]	H: 0%	I: 2%

CN(C(=O)CCN1C(=O)c2ccccc2C1=O)C1CCCCC1
  A: 0%	B: 2%	C: -16%	D: 0%	E: -3%	F: 9%	G: ?	H: -12%	I: -1%

COc1ccc(S(=O)(=O)N(Cc2ccccc2)Cc2nc(-c3ccccc3)no2)cc1
  A: -9%	B: -6%	C: 89%[activator]	D: 4%	E: -26%	F: 13%	G: 37%[12.7 µM]	H: -15%	I: -5%

COc1ccc(/C=C/C(=O)NC(=S)NCCc2ccc(OC)c(OC)c2)cc1
  A: -4%	B: -2%	C: ?	D: 1%	E: 3%	F: 3%[57.1 µM]	G: 16%	H: -12%	I: -4%

Cc1ccc(S(=O)(=O)N(CC(=O)Nc2cccc(N(C)S(C)(=O)=O)c2)c2ccc(Cl)c(Cl)c2)cc1
  A: -12%	B: -3%	C: 6%	D: 18%	E: -1%	F: 8%	G: -11%	H: -10%	I: -11%

O=C(CSc1ncnc2sc3c(c12)CCCC3)c1ccco1
  A: -20%	B: ?	C: ?	D: ?	E: ?	F: 12%	G: 34%[59 µM]	H: ?	I: ?

NS(=O)(=O)c1ccc(CNC(=S)NCc2ccc(F)cc2)cc1
  A: -10%	B: 51%[activator]	C: -4%	D: -3%	E: -5%	F: -21%	G: 3%	H: -3%	I: 15%

CN1CCN(c2nc3ccccc3nc2C(C#N)S(=O)(=O)c2ccccc2)CC1 (centres undefined)
  A: -3%	B: 0%	C: 0%	D: 3%	E: -4%	F: -17%	G: .	H: -24%	I: 13%

This is a subset; the hit share may differ from the screen's.
